# Source: PubChem BioAssay
# PfHsp40 yeast = compounds rescuing yeast from Plasmodium falciparum HSP40 toxicity. AID 504582. S. cerevisiae expressing PfHsp40, growth rescue, ATP luminescence. 340,000 tested, 0.68% active. growth rescue, % at 12.5 µM; in the data active = growth rescue above about 28%, passing the limit was not always enough; inconclusive = no clear call, values can overlap the other calls;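 note: yeast W303a lacking pdr1 and pdr3 grown in galactose medium; growth measured after three days at 30 °C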
# PrPC surface inh = cell surface PrPC inhibition, primary TR-FRET screen; AID 720596; TR-FRET read-out; inhibition, % at 13.8 µM; 370,000 tested, 0.43% active; in the data active = inhibition above about 24%; note: 0% = median of the test wells and 100% = reference compound wells
# Anthrax LF inh2 = blocks Bacillus anthracis lethal factor protease. P15917. multiplex microsphere protease cleavage assay, LF. inhibition, % at 10 µM. 360,000 tested, 0.12% active; note: plate controls were buffer without enzyme for full effect and enzyme alone for no effect
# Target sequence (P15917 whole entry, looked up): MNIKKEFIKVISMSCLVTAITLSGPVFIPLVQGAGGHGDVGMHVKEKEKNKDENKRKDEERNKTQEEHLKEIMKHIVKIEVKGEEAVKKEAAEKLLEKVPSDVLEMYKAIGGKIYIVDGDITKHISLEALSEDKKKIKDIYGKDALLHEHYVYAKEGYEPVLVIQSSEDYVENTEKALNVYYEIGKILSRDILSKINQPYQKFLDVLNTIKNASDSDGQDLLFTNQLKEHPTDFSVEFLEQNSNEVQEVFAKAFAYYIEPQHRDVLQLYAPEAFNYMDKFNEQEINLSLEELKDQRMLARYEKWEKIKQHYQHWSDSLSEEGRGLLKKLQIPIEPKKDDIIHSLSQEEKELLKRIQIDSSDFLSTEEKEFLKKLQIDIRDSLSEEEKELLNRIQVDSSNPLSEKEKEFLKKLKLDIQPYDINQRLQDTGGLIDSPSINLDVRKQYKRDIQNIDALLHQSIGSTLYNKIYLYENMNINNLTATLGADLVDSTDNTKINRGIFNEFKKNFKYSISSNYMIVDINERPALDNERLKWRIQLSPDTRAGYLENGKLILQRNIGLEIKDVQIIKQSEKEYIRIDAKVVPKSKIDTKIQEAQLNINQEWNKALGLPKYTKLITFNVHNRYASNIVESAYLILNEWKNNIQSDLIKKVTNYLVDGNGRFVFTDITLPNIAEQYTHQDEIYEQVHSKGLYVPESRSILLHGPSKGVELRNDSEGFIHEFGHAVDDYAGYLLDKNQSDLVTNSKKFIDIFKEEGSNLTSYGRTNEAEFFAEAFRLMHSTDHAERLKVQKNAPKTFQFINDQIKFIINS
# Yp Topo-I inh = blocks Yersinia pestis topoisomerase I activity; Y. pestis Topo-I cleavage product accumulation, plate reader; activity, % at 10 µM; 360,000 tested, 0.064% active; AID 504884; in the data active = activity above about 50%, passing the limit was not always enough; inconclusive = no clear call, values can overlap the other calls; note: inactives centre near 2
# FadD28 binding = blocks FadD28 binding to the bisubstrate probe. fluorescence polarization. inhibition, % at 12.5 µM. 360,000 tested, 0.22% active. AID 588549; in the data active = inhibition above about 8.5%, passing the limit was not always enough; inconclusive = no clear call, values can overlap the other calls
# BoNT A protease = BoNT A light chain protease inhibition. AID 588499. inhibition, % at 10 µM. multiplex microsphere protease substrate cleavage, flow cytometry. 360,000 tested, 0.17% active; note: plate controls were buffer without enzyme for full effect and enzyme alone for no effect
# BoNT-F LC inh = BoNT F light chain protease inhibition | Multiplex microsphere protease cleavage assay, flow cytometry | inhibition, % at 10 µM | 360,000 tested, 0.22% active | AID 588497; in the data active = inhibition above about 35%, passing the limit was not always enough; inconclusive = no clear call, values can overlap the other calls; note: plate controls were buffer without enzyme for full effect and enzyme alone for no effect
# TcdB inh = blocks C. difficile toxin B glycohydrolase activity; P18177; TcdB glycohydrolase enzymatic assay, plate reader; inhibition, % at 9.99 µM; 350,000 tested, 0.24% active; in the data active = inhibition above about 10%
# CCHFV vOTU inh = blocks the CCHF virus ovarian tumor domain protease; AID 651958; inhibition, % at 11.5 µM; CCHFV vOTU protease, Pep-AMC fluorescence; 370,000 tested, 0.55% active; in the data active = inhibition above about 30%; note: 0% = vehicle wells with enzyme and 100% = no enzyme wells
# Active calls of the source: *; ? = inconclusive; . = not tested or not shown. Cut-off read from the data, not from the text of the source, unless noted: active = inhibition above about 30%; inconclusive = no clear call, values can overlap the other calls; inactive = below that.
# Values run as follows: PfHsp40 yeast	PrPC surface inh	Anthrax LF inh2	Yp Topo-I inh	FadD28 binding	BoNT A protease	BoNT-F LC inh	TcdB inh	CCHFV vOTU inh
Cc1ccccc1C(=O)NCCCNC(=O)c1ccccc1C
  .	-6	5	-6	-4.0	1.0	-3	-0.3	-8
CCCCN(C=O)c1c(CC)nc2ccc(C(=O)N3CCN(C)CC3)cn12
  .	4	-6	3	0.6	-0.3	1	-0.8	5
CN(C)c1cccc(C(=O)NNC(=S)NC2CCCC2)c1
  1.9	11	-3	-2	0.5	-1.4	-5	0.3	-4
O=C(CCNC(=O)c1ccc(Br)cc1)Nc1ccc(S(=O)(=O)N2CCOCC2)cc1
  -1.1	2	9	31	-4.4	2.7	3	0.7	2
O=C(c1cc(Cl)ccc1Cl)N1CCOCC1
  -1.0	6	2	1	-0.3	-2.0	-12	0.5	5
Cc1ccnn1CCC(=O)O
  1.1	-2	-3	5	0.9	-0.3	0	1.2	10
CC(=O)c1cc2c(cc1NC(=O)CN1CCN(c3cccc(C(F)(F)F)c3)CC1)OCO2
  -0.2	-1	-2	-3	-4.0	-0.5	-14	.	-1
CCCCOc1cccc(OCC(=O)Nc2nc3ccccc3[nH]2)c1
  -1.3	5	2	1	1.4	0.5	1	.	11
OCCN1CNC(=S)NC1
  0.6	-8	-3	-5	-0.5	-0.3	-1	-0.7	3
Cc1cccc(C)c1OCC(=O)Nc1ccc(N2CCOCC2)cc1
  0.5	9	0	11	-3.1	0.0	-2	-1.1	2
CC(Oc1ccc(Br)cc1)C(=O)Nc1ccc(S(=O)(=O)NC2=NCCCCC2)cc1 (configuration not stated)
  0.1	0	-2	17	0.1	6.7	10	-0.2	7
O=C(CCN1CCN(Cc2ccccc2)CC1)Nc1cccc(Br)c1
  0.0	-1	-7	5	-0.5	-1.0	20	-0.4	-12
CCCn1c(SCc2nc3sc(C)c(C)c3c(=O)[nH]2)nc2ccccc2c1=O
  -0.3	2	2	0	-4.3	-0.6	-4	.	-2
CCOC(=O)c1cc2c(s1)-c1c(C)cccc1OC2
  -1.6	-4	2	38	-0.2	-0.5	-9	-0.5	-39
CNc1snc(C)c1C(=O)OC(C)C(=O)c1ccc(F)cc1 (configuration not stated)
  -0.3	6	-6	8	-4.9	0.1	-9	0.3	10
O=C(CCCc1ccccc1)NCCCN1CCOCC1
  -0.8	1	3	-14	-2.3	2.0	4	.	-2
Cc1ccc(SCC(=O)c2c(C)[nH]c3ccccc23)cc1
  -0.9	-1	-3	-4	-3.6	0.1	1	0.6	-12
CCOc1ccc(NC(=O)c2cc([N+](=O)[O-])ccc2N2CCOCC2)cc1
  0.9	-12	2	-4	1.9	?	?	0.6	-2
COc1ccc(C2(C(=O)Nc3ccc(S(N)(=O)=O)cc3)CCCC2)cc1
  0.3	-2	4	-11	-3.5	0.8	3	1.6	9
Cc1ccc(NCc2ccc(O)c3ncccc23)cc1
  -0.4	6	-4	-3	-3.1	-0.7	-5	0.7	4
O=C(CSc1nnc2ccccn12)NC(=O)c1cccc([N+](=O)[O-])c1
  0.9	-15	-11	3	-2.1	-1.5	-7	-0.1	4
CC(C)CC(N)c1csc(NC(=O)NCCc2ccccc2)n1 (configuration not stated)
  .	2	-10	1	-2.6	-0.6	-9	0.2	6
C/C(=N/Nc1ccc([N+](=O)[O-])cc1)c1c[nH]c2ccccc12
  -0.2	9	2	-36	0.4	-1.8	-30	-11	18
O=C(OC(C(=O)Nc1ccc(Cl)c(C(F)(F)F)c1)c1ccccc1)C1=COCCO1 (configuration not stated)
  2.1	1	0	-7	-0.2	0.1	-1	.	15
Cc1cc(NC(=O)COC(=O)Cn2[nH]c(=O)c3ccccc3c2=O)c([N+](=O)[O-])cc1C
  -2.5	-4	4	4	0.2	0.1	9	0.7	4
CCCCNC(=O)C1(C)CCN1C(=O)c1c(F)ccc(C)c1F (configuration not stated)
  .	-3	-6	-7	-2.4	-0.6	-2	0.5	4
CCOc1ccc2nc(SCC(=O)Nc3ccc4c(c3)OCO4)sc2c1
  0.4	3	-2	31	-0.3	-1.3	-6	-1.5	0
Cc1cc(CNC(=O)CC2C(=O)NCCN2CC(c2ccccc2)c2ccccc2)on1 (configuration not stated)
  0.0	2	0	12	0.9	0.6	-3	1.1	-12
O=c1cc(O)n(-c2ccccc2F)c(=S)[nH]1
  -1.6	8	-2	6	-3.2	0.6	1	-0.8	4
Oc1ccccc1-c1nc2cnccn2c1Nc1ccc2c(c1)OCCO2
  0.7	-2	-11	-3	-1.3	-0.4	2	0.2	7

# Entries of single compounds as entered above. Screens in order: PfHsp40 yeast | PrPC surface inh | Anthrax LF inh2 | Yp Topo-I inh | FadD28 binding | BoNT A protease | BoNT-F LC inh | TcdB inh | CCHFV vOTU inh
# CCCn1c(SCc2nc3sc(C)c(C)c3c(=O)[nH]2)nc2ccccc2c1=O is listed with -0.3 | 2 | 2 | 0 | -4.3 | -0.6 | -4 | . | -2
# O=C(CCN1CCN(Cc2ccccc2)CC1)Nc1cccc(Br)c1 is listed with 0.0 | -1 | -7 | 5 | -0.5 | -1.0 | 20 | -0.4 | -12
# Oc1ccccc1-c1nc2cnccn2c1Nc1ccc2c(c1)OCCO2 is listed with 0.7 | -2 | -11 | -3 | -1.3 | -0.4 | 2 | 0.2 | 7
# O=C(CCNC(=O)c1ccc(Br)cc1)Nc1ccc(S(=O)(=O)N2CCOCC2)cc1 is listed with -1.1 | 2 | 9 | 31 | -4.4 | 2.7 | 3 | 0.7 | 2
# COc1ccc(C2(C(=O)Nc3ccc(S(N)(=O)=O)cc3)CCCC2)cc1 is listed with 0.3 | -2 | 4 | -11 | -3.5 | 0.8 | 3 | 1.6 | 9

# More structures:
# Values run as follows: PfHsp40 yeast	PrPC surface inh	Anthrax LF inh2	Yp Topo-I inh	FadD28 binding	BoNT A protease	BoNT-F LC inh	TcdB inh	CCHFV vOTU inh
C=CCC[C@@H](Cc1ccc(F)cc1)C(=O)OC[C@@H]1CCCN1C(=O)[C@@H](CC=C)CC(=O)N[C@@H](CO)Cc1ccccc1
  41*	-6	-4	14	-4.4	0.1	-10	1.4	23
CC(=O)C1=C(O)C(=O)N(CC(=O)O)C1c1ccccc1Cl (configuration not stated)
  1.3	.	0	5	0.9	-0.7	-6	.	.
Cc1cc(C)nc(NS(=O)(=O)c2ccc(NC(=O)c3cccs3)cc2)n1
  1.8	-3	6	-1	-2.6	0.5	16	.	-5
Cc1ccc(S(=O)(=O)N2CCN(C(=O)CCC(=O)N3CCc4ccccc43)CC2)cc1
  -1.5	-4	0	35	-0.3	0.4	-15	.	11
O=C(NN/C(=N/S(=O)(=O)c1ccc(Cl)cc1)c1ccccc1)c1cccc(Cl)c1
  0.4	-5	-1	16	-3.0	1.9	3	-1.0	2
O=S(=O)(c1ccc2oc(=S)[nH]c2c1)N1CCOCC1
  0.4	-5	-7	-4	-2.6	-0.7	-11	-0.8	6
Cc1ccc(OCCn2c(=O)sc3ccccc32)cc1
  3.1	5	2	5	-4.2	1.1	13	.	13
Nc1nc(N)c2nc(-c3ccccc3)c(N)nc2n1
  1.6	-16	0	6	-2.4	-0.5	4	1.8	-276
COc1cc(C2C(C(C)=O)=C(O)C(=O)N2Cc2ccccc2)ccc1O (configuration not stated)
  -0.6	-4	-2	-5	0.8	-2.4	-12	-0.6	-8
Cc1ccccc1-n1nnnc1-c1ccccc1
  0.0	-2	-2	-5	0.1	-2.6	-2	.	5
CCN(CC)C(=O)[C@H]1C[C@H](CC(=O)NCc2cccc(C(F)(F)F)c2)C(=O)N2CCc3c([nH]c4cc(-c5ccco5)ccc34)[C@]12C
  -0.6	.	-10	24	-9.6	-0.3	-4	.	.
CN1C(=O)NC(=O)[C@]2(Cc3ccccc3N3CCN(c4ccccc4)CC32)C1=O (some centres not stated)
  -0.9	5	-2	13	2.4	-2.4	-1	.	9
COC(=O)c1ccc2nc(-c3cccc(Cl)c3)c(Cc3ccsc3)n2c1
  .	-6	-2	.	-5.4	0.9	4	0.8	-2
CC1CCC(NC(=O)CSc2nncn2C)CC1 (configuration not stated)
  0.8	-1	0	-9	-1.9	0.2	2	0.2	7
O=C(c1cccc(COc2ccc(Cl)cc2Cl)c1)N1CCN(c2ccccn2)CC1
  28*	6	-3	21	-4.9	-2.0	-20	.	7
O=C1COc2ccc(C(=O)COc3ccc([N+](=O)[O-])cc3)cc2N1
  -0.2	8	0	-3	-1.9	-0.2	-4	-0.8	8
N#Cc1c(N)n[nH]c1Cc1cccc2ccccc12
  -1.1	0	4	-3	-2.6	0.4	1	0.8	1
O=C(NCc1ccccc1)C(c1ccc(F)cc1)N(C(=O)c1csnn1)C1CC1 (configuration not stated)
  0.8	-1	2	3	-0.5	1.0	-3	-0.6	4
CCOC(=O)Cn1c(-c2nonc2NC(=O)c2ccccc2F)nc2ccccc21
  0.2	-2	-1	8	-2.6	1.6	-2	.	4
COc1ccc(Cl)cc1N1CCN(CCNC(=O)Nc2ccccc2C)CC1
  -0.3	3	-4	-3	-2.4	0.0	0	.	11
CN(c1ncc(C(F)(F)F)cc1Cl)N1C(=O)c2cccc([N+](=O)[O-])c2C1=O
  1.2	5	0	-7	-0.5	-1.0	-2	-1.6	-5
Nc1cc(S(=O)(=O)N2CCOCC2)ccc1N1CCOCC1
  0.0	4	9	3	-2.2	0.3	-7	7.6	1
Cc1c(NC(=O)C2(c3ccc(Cl)cc3)CCCC2)c(=O)n(-c2ccccc2)n1C
  0.7	0	1	-1	-2.1	0.4	-10	.	0
COc1ccc(C(C)=O)cc1CN1C(=O)NC2(CCCCCCC2)C1=O
  -0.1	10	-9	7	-3.2	-0.2	2	1.1	5
COc1ccc(C2(c3ccc(OC)cc3)NC(=O)N(CC(=O)Nc3ccc(OC(F)F)cc3)C2=O)cc1
  3.9	-10	-1	2	-2.8	0.2	-4	1.6	14
O=C(CCNC(=O)C1CCN(S(=O)(=O)c2ccc(F)cc2)CC1)NCc1ccccc1Cl
  4.0	10	2	12	-1.9	0.8	-3	-0.9	-7
O=C1/C(=C\c2cc3c(cc2Cl)OCO3)N2CCC1CC2
  -0.5	-4	-3	11	1.7	-0.4	-5	.	1
COc1ccc(/C=C2\SC(N)=NC2=O)cc1Br
  -1.3	-21	-2	-4	-11	-1.7	-3	1.3	18
O=C(Nc1ccc(N2CCCC2)cc1)c1cc(Cl)ccc1Cl
  -0.1	1	-32	2	-2.1	-0.7	?	-1.0	9
CCc1cc(C(=O)Nc2cc(Cl)ccc2N2CCN(C)CC2)sc1C
  1.6	-2	0	-1	-2.7	-1.9	0	0.7	8

# (list continues)
compound	PfHsp40 yeast	PrPC surface inh	Anthrax LF inh2	Yp Topo-I inh	FadD28 binding	BoNT A protease	BoNT-F LC inh	TcdB inh	CCHFV vOTU inh
COCCCNCCCCOc1c(Cl)cc(C)cc1Br	0.7	-5	-4	-2	0.6	?	-8	-0.2	-2
Cc1ccccc1OCCn1c(=S)[nH]c2ccccc21	-1.3	7	7	-9	-0.2	-0.5	-14	1.9	-2
CCc1noc(C)c1C(=O)Nc1ccccc1N1CCOCC1	0.6	-6	-7	1	-1.1	0.7	-7	-1.1	-5
COc1ccc(-c2cc(C#N)nc(NN)n2)cc1	0.2	-2	-13	-2	-2.8	-0.5	?	0.0	-1
O=C(O)c1ccc(/C=C2\SC(=S)N(NC(=O)c3ccccc3)C2=O)cc1	-2.7	-2	4	-1	5.2	0.4	11	-2.5	-1

# Compounds were not picked by outcome; overall some 2.3% were active at least once.
